Screens (PubChem BioAssay)
GPR151 activ – activators of human GPR151, primary screen, cell-based, PathHunter beta-arrestin, luminescence | G-protein coupled receptor 151 (Homo sapiens), Q8TDV0 | PathHunter beta-arrestin GPR151 cells | activation, % at 11.2 µM | hit rate 1% among 650,000 | AID 1508602, 2020; in the data active means activation above about 4.9%;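 further: 0% = median of compound wells and 100% = cells with positive control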
Target sequence (Q8TDV0 whole entry, looked up): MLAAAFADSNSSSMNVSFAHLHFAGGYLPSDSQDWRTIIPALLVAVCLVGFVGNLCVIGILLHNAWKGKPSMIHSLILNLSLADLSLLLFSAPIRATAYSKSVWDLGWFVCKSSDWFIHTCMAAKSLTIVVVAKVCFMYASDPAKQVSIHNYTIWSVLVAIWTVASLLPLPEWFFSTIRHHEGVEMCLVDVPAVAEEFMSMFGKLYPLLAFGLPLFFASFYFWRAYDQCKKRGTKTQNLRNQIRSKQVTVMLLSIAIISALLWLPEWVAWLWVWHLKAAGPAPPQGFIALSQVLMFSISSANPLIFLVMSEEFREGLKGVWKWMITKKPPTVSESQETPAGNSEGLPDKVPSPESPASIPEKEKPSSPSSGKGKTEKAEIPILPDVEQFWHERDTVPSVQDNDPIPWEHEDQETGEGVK
FBW7 act – FBW7 E3 ligase activators, primary screen, biochemical, AlphaScreen, human | F-box/WD repeat-containing protein 7 (Homo sapiens), Q969H0 | AlphaScreen FBW7–phospho-cyclin E peptide binding, activator screen | normalized activity (activation), % at 26.1 µM | hit rate 0.13% among 650,000 | AID 1259310, 2017; in the data active means normalized activity above about 1.9%;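 further: purified mutant Fbw7 with reduced substrate affinity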
MITF inh – MITF inhibitors, primary screen, biochemical, AlphaScreen, human; AlphaScreen MITF homodimerization, bead proximity signal; inhibition, % at 2.6 µM; Microphthalmia-associated transcription factor (Homo sapiens), O75030; hit rate 0.91% among 650,000; in the data active means inhibition above about 50%;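 further: 0% = vehicle wells with protein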
Target sequence (O75030 whole entry, looked up): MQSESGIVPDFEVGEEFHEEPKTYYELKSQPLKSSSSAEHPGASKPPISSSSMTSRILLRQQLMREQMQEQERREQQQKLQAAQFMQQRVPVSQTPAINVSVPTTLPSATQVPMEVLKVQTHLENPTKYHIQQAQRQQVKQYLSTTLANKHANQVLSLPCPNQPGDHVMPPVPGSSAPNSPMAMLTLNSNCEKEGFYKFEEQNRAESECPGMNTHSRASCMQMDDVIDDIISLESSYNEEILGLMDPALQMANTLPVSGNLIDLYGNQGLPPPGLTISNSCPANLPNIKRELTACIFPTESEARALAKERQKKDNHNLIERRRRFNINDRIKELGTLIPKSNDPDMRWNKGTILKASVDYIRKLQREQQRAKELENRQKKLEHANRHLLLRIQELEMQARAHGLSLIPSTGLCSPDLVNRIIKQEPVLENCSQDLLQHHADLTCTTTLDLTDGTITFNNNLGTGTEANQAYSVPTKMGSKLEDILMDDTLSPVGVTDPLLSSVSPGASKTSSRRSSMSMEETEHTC
TEAD-YAP inh – TEAD-YAP interaction inhibition, primary screen, TEAD-YAP interaction inhibitor project, luminescence, HEK-TIYL cells; TEAD-Gal4/YAP UAS-luciferase luminescence; inhibition, % at 9.12 µM; hit rate 1.4% among 640,000; in the data active means inhibition above about 32%;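 further: 0% = median of test compound wells and 100% = reference inhibitor wells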
Starred values were filed as active, the others as inactive; & = joins results of further samples.

Structure,GPR151 activ,FBW7 act,MITF inh,TEAD-YAP inh
COC(=O)c1c(NC(=O)CN2CC(C)OC(C)C2)sc(Cl)c1-c1ccccc1 (stereo not given),-0.2,0.2,-7.1,15.8
CCOC(=O)C1(C/C(C)=N/NC(N)=O)CC(C)(C)OC1=O (stereo not given),0.2,0.0,4.0,-2.9
c1ccc(Nc2c(-c3c[nH]c4ccccc34)nc3cnccn23)cc1,-2.1,1.1,6.8,-72.1
Cc1cc(C)c(S(=O)(=O)Nc2ccc3c(c2)OCO3)c(C)c1,0.1,-0.1,2.0,8.3
COC(=O)C1=C(C)N=c2s/c(=C/c3cccs3)c(=O)n2C1c1ccccc1 (stereo not given),-1.3,-0.1,-6.0,-6.1
COc1ccc(C(NS(=O)(=O)c2ccc(-n3cnnn3)c(C)c2)c2ccccc2)cc1 (stereo not given),-1.3,1.7,9.7,10.5
COc1c(Br)ccc2cnc(Nc3ccc(-n4cnc(N5CCOCC5)n4)cc3)nc12,3.0,-0.2,0.5,-8.7
CCCCNC(=O)c1sc2nc(C)cc(COC)c2c1-n1cccc1,1.2,0.0,5.9,7.9
CCN1CCCC1CNc1c(Cc2ccccc2)c(C)nc2ncnn12 (stereo not given),0.8,0.0,8.2,1.4
COC(=O)c1ccc(Cl)cc1NC(=O)C1Cc2ccccc2C(=O)O1 (stereo not given),1.0,0.9,12.2,4.1
Cc1sc2ncnc(N(C)CCC#N)c2c1C,-2.0,0.7,-15.9,-6.0
O=c1cc(CN2CCOCC2)c2cc3c(cc2o1)CCC3,2.2,-0.1,15.5,0.8
Cc1cccc(-n2c(=O)[nH]c3c(C(N)=O)nc(-c4ccccc4C)nc32)c1,0.8,0.1,6.2,-8.8
Cc1ccc(C)n1-n1cnc2sc3c(c2c1=O)CCC3,1.6,-0.1,2.0,-5.7
COc1cccc(C(=O)Nc2ccccc2C(=O)Nc2ccccc2OC)c1,0.8,0.1,0.3,42.5*
CC(=O)CSc1nnnn1-c1ccc(C)cc1,2.3,0.0,8.8,1.6
O=C(CN(C(=O)c1cccc([N+](=O)[O-])c1)N1C(=O)CCC1=O)c1ccc(F)cc1,-0.4,-0.1,-3.5,-1.7
O=c1c2c(nc3cc(-c4cccs4)[nH]n13)CCC2,-2.2,0.0,8.7,-33.3
OC(CN1CCCCC1)Cn1c2ccc(Cl)cc2c2cc(Cl)ccc21 (stereo not given),1.6,0.0,-0.2,-5.0
COC(=O)c1cc(C(=O)OC)n(Cc2ccc(F)cc2)n1,-3.3,0.8,-5.2,-0.2
Cc1nn2c(N)csc2nc1=O,-0.6,-0.2,-2.1,8.1
CC(=O)c1ccc(NC(=O)CSc2nnc(NC3CCCCC3)s2)cc1,-0.5,0.6,3.0,0.2
CCOC(=O)c1nnn(-c2nonc2N)c1CN1CCCC(C)C1 (stereo not given),0.1,0.2,-4.2,2.4
CC(=O)n1c2c(c3ccccc31)OC(N)=C(C#N)C2c1ccncc1 (stereo not given),1.0,0.0,-18.1,3.1
O=C(O)CCNC(=O)Cn1cnc2ccccc2c1=O,-0.5,0.1,4.0,1.6
COCCn1c(=NC(=O)CN2C(=O)c3ccccc3C2=O)sc2cc(F)ccc21,1.7,0.0,-5.2,-6.8
CCOc1cccc(/C=C2/NC(=O)N(Cc3ccc(Br)cc3)C2=O)c1O,0.1,0.1,8.2,15.8
COc1cc([N+](=O)[O-])ccc1NC(=O)c1ccccc1Cl,2.6,0.1,9.6,7.7
CCOc1ccccc1NC(=O)CSc1cn(CC(=O)N2CCCC2)c2ccccc12,1.1,-0.2,1.5,3.2
CCCOC(=O)C1=C(C)N(CC)C(=O)NC1c1ccc([N+](=O)[O-])cc1 (stereo not given),2.0,-0.7,0.9,-2.8
COC(=O)c1ccc(OCc2nc(N)nc(N3CCCCC3)n2)cc1,1.9,-0.1,2.9,-10.4
O=C(Nc1nc(-c2ccc(Br)cc2)cs1)N1CCOCC1,-0.6,-0.2,6.1,-3.5
COC(=O)Nc1ccc(S(=O)(=O)N2CCCC(C(=O)N(C)Cc3ccccc3)C2)cc1 (stereo not given),0.8,0.0,7.2,10.6
N#C/C(=C\c1ccco1)C(=O)OCCN1C(=O)c2ccccc2C1=O,0.9,-0.1,2.9,8.4
O=[N+]([O-])c1cc(C(F)(F)F)cc([N+](=O)[O-])c1N/N=C1\CC2CC=CC12 (stereo not given),1.1,-0.5,-1.5,-0.6
Cc1ccccc1C(=O)NNC(=O)COc1cc(C)c(Cl)c(C)c1,1.0,0.0,2.3,9.3
Cc1nnc(C)n1/N=C/c1cccc(NC(=O)c2ccc(Cl)cc2Cl)c1,-0.9,0.3,-0.9,-35.5
Cc1[nH]c2ccccc2c1CCNC(=O)/C(=C/c1ccc(OC(C)C)cc1)NC(=O)c1ccccc1,-0.4,-0.1,-3.6,9.8
CN(C(=O)c1ccco1)c1nc2c(s1)CCCC2,-9.6,-0.1,-2.2,-3.7
CCOc1ccc(N(CC(=O)N/N=C/c2ccc(OC(C)C)cc2)S(C)(=O)=O)cc1,0.6,0.2,2.1,2.7
COc1cccc(NC(=O)CSc2nnc(C)c(=O)[nH]2)c1,3.4,-0.3,-2.4,-6.1
C=CCN(CC=C)S(=O)(=O)c1ccc(C(=O)Nc2sc3c(c2C(=O)OCC)CCN(C(C)=O)C3)cc1,-0.4,0.5,7.7,13.8
Cc1ccc(CC2CC(=O)N(c3cccc(/C=C/C(=O)O)c3)C2=O)cc1 (stereo not given),0.2,0.0,-1.9,-10.6
CCC(c1ccccc1)c1nnc(NC(=O)c2cccs2)s1 (stereo not given),-1.4,0.0,4.8,-7.3
CC12CCCCC1C2C(=O)N/N=C/c1cc(Br)c(O)cc1O (stereo not given),-0.1,-0.5,17.1,25.4
CC1CCC(=NNC(=O)c2ccccc2)CC1 (stereo not given),-0.2,-0.2,7.9,-63.2
Cc1cccc(-n2ncc3c(N4CCN(C)CC4)ncnc32)c1,-3.2,0.3,9.0,-14.2
CCN(CC)C(=O)CSc1nc2c(C)cccc2cc1C#N,0.6,0.1,7.1,-2.3
O=c1/c(=C/c2ccc([N+](=O)[O-])cc2)sc2nc(-c3ccc(F)cc3)nn12,-0.7,0.2,9.3,5.4
COc1cc(CN2CCNC(=O)C2CC(=O)NCc2csc(C(C)C)n2)cc(OC)c1 (stereo not given),1.2,-0.2,-14.7,-0.1
Cc1ccc(-n2c(SCC(=O)c3ccc(Br)cc3)nc3sc4c(c3c2=O)CC(C)(C)OC4)cc1,0.5,-0.1,5.5,3.7
CC(C)c1nc(CNC(=O)CCc2nnc(C3CCCCC3)o2)cs1,-0.5,-0.2,-9.4,-6.2
Cc1ccc(N(CC(=O)NCCSCc2ccc(Cl)cc2)S(C)(=O)=O)c(C)c1,-0.9,0.0,23.8,9.1
CCCC(=O)Nc1nc(-c2ccccc2)ns1,1.3,0.1,8.9,-30.7
O=C(Nc1ccccc1F)c1c(O)c2cccc3c2n(c1=O)CC3,1.0,0.0,-6.5,-13.5
Cc1c(NS(=O)(=O)c2cccc3nonc23)c(=O)n(-c2ccccc2)n1C,0.7,0.1,13.6,4.7
COCCNC(=O)c1oc2ccc3c(c2c1C)C(=O)CC1(CCCC1)O3,-0.7,-0.1,6.5,-23.1
c1ccc(-c2nnc3ccc(SCc4cccnc4)nn23)cc1,0.4,-0.2,-1.1,5.4
CCN1C(=O)/C(=C/c2ccccc2[N+](=O)[O-])SC1=S,0.3,-0.6,5.1,5.1
O=C(CC1C(=O)NCCN1Cc1ccc(-c2ccccc2)cc1)NCc1ccccc1 (stereo not given),0.9,0.0,2.6,0.8

(next part)
Structure,GPR151 activ,FBW7 act,MITF inh,TEAD-YAP inh
COc1ccc(CCN=CC2=C(O)CC(c3ccccc3)CC2=O)cc1 (stereo not given),-1.0&0.1,-0.1&0.6,9.2&5.9,15.2&16.3
COCCCn1c(C(=O)NC(c2ccccc2)c2ccccc2)cc2c(=O)n3ccccc3nc21,-0.7,0.4,11.6,-1.9
CC(C)(C)c1nnc(N/N=C/c2ccc(Br)cc2)n(N)c1=O,-1.3,-0.1,7.3,-22.5
CCCn1c2ccccc2c2nnc(SCC(=O)N3CCCc4ccccc43)nc21,1.9,-0.1,2.3,11.6
COc1ccc(C2CC(=O)C3=C(C2)Nc2ccccc2NC3c2ccc(C(C)C)cc2)cc1OC (stereo not given),-0.7,0.0,6.2,2.3
Cc1ccc(S(=O)(=O)N2CCC(N3CCOCC3)CC2)cc1,0.1,-0.1,27.8,13.8
Cc1cc(C)n2c(SCC(=O)Nc3nccs3)nnc2n1,2.0,-0.1,-3.6,3.9
COc1ccc(C2C(C(=O)Nc3ccc(OC)c(Cl)c3)c3ccccc3C(=O)N2C2CCCCC2)cc1 (stereo not given),0.8,0.1,21.7,-4.0
COc1cccc(CN2CCNC(=O)C2CC(=O)NCCN2CCCCC2)c1OC (stereo not given),-0.4,-0.1,-7.7,-2.6
COc1cccc(NC(=O)Nc2cccn(Cc3ccccc3)c2=O)c1,2.7,0.0,0.9,-9.9
COc1ccc(C(=O)Nc2cccc(-c3nc4ccccc4[nH]3)c2)cc1OC,0.1,0.0,-7.0,6.9
COCCNc1ncnc2c1c(-c1ccccc1)cn2-c1ccc(C)cc1,-1.3,0.5,20.4,-0.8

Two of the compounds above, as labelled records:
COc1ccc(C2C(C(=O)Nc3ccc(OC)c(Cl)c3)c3ccccc3C(=O)N2C2CCCCC2)cc1 (stereo not given)
  GPR151 activ = 0.8 | FBW7 act = 0.1 | MITF inh = 21.7 | TEAD-YAP inh = -4.0
COc1cccc(CN2CCNC(=O)C2CC(=O)NCCN2CCCCC2)c1OC (stereo not given)
  GPR151 activ = -0.4 | FBW7 act = -0.1 | MITF inh = -7.7 | TEAD-YAP inh = -2.6

The results go on:
Structure,GPR151 activ,FBW7 act,MITF inh,TEAD-YAP inh
Cc1cccc(C)c1NC(=S)N(CCCN1CCCCC1)Cc1cccs1,-0.8,-0.1,-8.3,8.6
O=C(c1cccc([N+](=O)[O-])c1)N1CCN(S(=O)(=O)c2ccc(Cl)cc2)CC1,0.4,-0.1,0.1,-2.4
CCS(=O)(=O)CCSc1nc2ccccc2s1,2.0,0.7,17.4,-22.6
O=C(NCCN1CCCCCC1)c1cc(-c2ccc(Cl)cc2)n[nH]1,2.2,-0.2,-17.9,5.3
O=C(O)CNC(=O)c1ccc(N2CCOCC2)c([N+](=O)[O-])c1,2.5,0.0,7.0,-4.0
c1ccc(Cn2nnnc2C(c2cccs2)N(Cc2cccnc2)Cc2ccco2)cc1 (stereo not given),3.9,-0.4,-2.2,-7.3
CN1C2OC(C3OC4C(O3)N(C)S(=O)(=O)N4C)OC2N(C)S1(=O)=O (stereo not given),-0.1,-0.1,7.0,-3.6
c1cc(-c2nnc3n2CCCCC3)ccn1,0.6,0.1,9.7,2.2
O=C(NCc1ccc2c(c1)OCO2)c1cc2cc(Br)ccc2oc1=O,0.3,0.0,-10.4,7.5
CCn1c(SCC(=O)Nc2ccc(Cl)cc2)nnc1-c1ccccc1N,-0.5,0.0,5.6,9.9
CCN(C(=O)Cn1ncc2c1-c1ccccc1OC2)c1ccc(F)cc1,0.2,-0.2,-4.3,-0.8
Cc1ccc(C(=O)N/N=C/c2cc([N+](=O)[O-])ccc2O)cc1,0.4,0.0,1.9,3.0
CCOc1ccccc1CNC(=O)C1CCCN(C(=O)N2CCOc3ccccc32)C1 (stereo not given),-1.0,-0.2,4.7,8.2
O=C1N[C@@H](CO)C(=O)N2C[C@@H](NCc3ccccc3Cl)C[C@@H]12,3.1,0.9,13.3,6.6
CC(C)CNC(=O)CSc1nnc(-c2ccccn2)n1Cc1ccccc1,-1.0,0.0,-10.5,9.9
CN(C)CCCN1C(=O)C(=O)/C(=C(\O)c2ccccc2)C1c1ccccc1F (stereo not given),-0.5,-0.1,8.1,-17.0
COc1ccc(Oc2c(C(F)(F)F)oc3cc(OC(=O)C(C)(C)C)ccc3c2=O)cc1,-2.1,1.0,-0.4,-9.7
COc1cc(-c2c(C#N)c(N)n3c(nc4ccccc43)c2C#N)ccc1OCC#N,-0.8,0.0,2.8,-11.6
CCC(=O)Oc1cccc(C(=O)Nc2ccc(-c3nnc(-c4ccco4)o3)cc2)c1,0.4,0.2,12.1,-41.5
c1cc(CN2CCc3nnc(C4CCCO4)n3CC2)cs1 (stereo not given),-0.1,0.1,3.4,-2.8
CCOC(=O)CC1C(=O)NCCN1C(=S)NC(=O)c1ccccc1OC (stereo not given),-1.3,0.2,7.7,1.4
CNC(=O)c1cc2c(=O)n3cc(C)ccc3nc2n(Cc2cccnc2)c1=N,-0.6,0.8,21.9,18.5
Nc1nc(SCC(=O)Nc2c(Cl)cc(Cl)cc2Cl)n[nH]1,1.5,0.0,1.8,0.6

Copied from the list.
FBW7 act, CN(C)CCCN1C(=O)C(=O)/C(=C(\O)c2ccccc2)C1c1ccccc1F (stereo not given) : -0.1
TEAD-YAP inh, CC(C)CNC(=O)CSc1nnc(-c2ccccn2)n1Cc1ccccc1 : 9.9

Compounds as they come (roughly 3.4% active in at least one column).
